# Bioassay records deposited in PubChem by National Center for Advancing Translational Sciences (NCATS).
# uPA generation = blocks generation of uPA at the cell surface. cell surface uPA generation assay, qHTS. actives 0.31% (n = 330,000). Potency, µM (doses to about 38.3 µM), for the others: top-dose activity change, negative = inhibition, actives largely listed as inhibitors. AID 540303; active = well fitted inhibition curve with a large enough effect; inconclusive = small, poorly fitted or top-dose-only effect; inactive = no such curve, though single readings can be large or run the other way; tested in mouse RAW 264.7 cells; note: potency is the fitted concentration of half-maximal effect; % is set by controls: 0 for no effect and ±100 for the full control effect; nearly all actives have a fitted effect of over 55% in size
# B2AR arrestin = recruits beta-arrestin to the human beta2-adrenergic receptor. P07550. actives 0.02% (n = 330,000). beta-arrestin recruitment to beta2AR, cell-based reporter. AID 492947. Potency, µM (doses to about 46.1 µM), for inactives: at the highest dose activation, most hits filed as activators;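 note: potency is the fitted concentration of half-maximal effect; 0% = DMSO controls and full agonism = EC100 isoproterenol or metaproterenol; nearly all actives have a fitted effect of over 65% in size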
# Target sequence (P07550 whole entry, looked up): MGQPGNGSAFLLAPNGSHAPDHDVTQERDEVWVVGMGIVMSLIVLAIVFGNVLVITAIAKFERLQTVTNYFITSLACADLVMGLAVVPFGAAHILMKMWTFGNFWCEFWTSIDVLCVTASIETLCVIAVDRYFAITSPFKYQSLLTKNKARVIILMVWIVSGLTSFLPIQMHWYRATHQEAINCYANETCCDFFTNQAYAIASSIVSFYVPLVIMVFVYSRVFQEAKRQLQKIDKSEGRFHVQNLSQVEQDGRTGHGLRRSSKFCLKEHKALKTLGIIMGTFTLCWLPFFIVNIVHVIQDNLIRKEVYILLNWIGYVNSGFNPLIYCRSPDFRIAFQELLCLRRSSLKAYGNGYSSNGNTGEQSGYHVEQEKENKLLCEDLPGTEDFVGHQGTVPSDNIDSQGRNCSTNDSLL
# BCR signal inh = inhibitors of chronic active B-cell receptor signaling; Potency, µM (series often up to 46.1 µM), for the others: at the top dose ratio change, negative = lower green/red ratio, usual class: inhibitors; actives 0.05% (n = 340,000); ABC-DLBCL IkBa-CBG/CBR reporter, luminescence ratio, 4 h; active = well fitted inhibition curve with a large enough effect in the signal ratio, with a control signal flat, not every such curve was filed as active; inconclusive = small, poorly fitted or top-dose-only effect, or effect the other way, or a change in a side signal; the % refers to the signal ratio;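 note: potency is the fitted concentration of half-maximal effect; plate controls were basal doxycycline-induced cells for no effect and cells given 10 µM MG132 for full effect; MG132 reads +100%, hits lower the ratio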
#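 Doxycycline induced both beetle luciferases in TMD8 lymphoma cells; IKK-driven degradation limits the IkappaBalpha-fused green signal, while red luminescence normalises for cell number and nonspecific effects. Compounds tested up to 46 uM, 4 hrs.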
# ELG1 repair inh = ELG1-dependent DNA repair inhibition | HEK293T ELG1-luciferase reporter, luminescence, 16 h; DNA damage induced by 5-fluorouridine | Potency, µM (titrated, usually from 46.1 µM), for the others: at the highest dose activity change, negative = inhibition, usual class: inhibitors | actives 2.3% (n = 330,000); note: potency is the fitted concentration of half-maximal effect; % is set by controls: 0 for no effect and ±100 for the full control effect; nearly all actives have a fitted effect of over 55% in size
#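 DMSO vehicle served as the neutral condition. Each well held 2,000 cells given 5-fluorouridine plus compound; after 16 hr at 37 °C/5% CO2, ONE-Glo was added and luciferase measured 30 min later.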
# TSHR antagonist = blocks TSH signaling through the human TSH receptor. P16473. TSHR-expressing cells, TSH-stimulated cAMP HTRF, 2 h; active compounds read low. activity change, negative = inhibition, % at 11.5 µM. actives 0.2% (n = 330,000). AID 504810;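 active = activity change below a set negative limit, meaning inhibition stronger than a set level, cut at about -70% in these data; inconclusive = activity change between two set negative limits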; note: % is set by controls: 0 for no effect and ±100 for the full control effect
#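 TSHR-expressing cells, 200/well, pre-treated with compound, then stimulated with EC80 TSH (4nM final) for 2 hours at 37 deg C. cAMP measured by competitive HTRF: anti-cAMP cryptate antibody in lysis buffer plus cAMP-d2, read after 30 minutes at room temperature.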
# Mito fusion act = inhibitors of mitochondrial division or activators of mitochondrial fusion; Potency, µM (titrated, usually from 46.1 µM), inactives show at the top dose growth rescue (activation), hits mostly activators; S. cerevisiae fusion-defective mutant growth rescue, CellTiterGlo 48 h; actives 0.23% (n = 320,000);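 note: potency is the fitted concentration of half-maximal effect; % of control where 0% means no effect; nearly all actives have a fitted effect of over 45% in size; temperature-sensitive fusion mutants such as fzo1-1 at 37 °C on non-fermentable ethanol glycerol medium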
#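 Luminescent cell viability in 1536-well qHTS format served as the measure of rescued growth in ts fusion-mutant S. cerevisiae cultured on non-fermentable YPEG for 48 hours at 37C.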
# Tb PFK inh = T. brucei PFK enzyme inhibition; T. brucei PFK, ADP-Glo luminescence; Potency, µM (top dose mostly 57.5 µM), for inactives: at the top dose activity, negative = inhibition, usual class: inhibitors; O15648; actives 0.17% (n = 330,000); AID 485367;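 note: potency is the fitted concentration of half-maximal effect; 0% = uninhibited 1x PFK enzyme wells and -100% = no-enzyme wells; nearly all actives have a fitted effect of over 60% in size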
# Target sequence (O15648 whole entry, looked up): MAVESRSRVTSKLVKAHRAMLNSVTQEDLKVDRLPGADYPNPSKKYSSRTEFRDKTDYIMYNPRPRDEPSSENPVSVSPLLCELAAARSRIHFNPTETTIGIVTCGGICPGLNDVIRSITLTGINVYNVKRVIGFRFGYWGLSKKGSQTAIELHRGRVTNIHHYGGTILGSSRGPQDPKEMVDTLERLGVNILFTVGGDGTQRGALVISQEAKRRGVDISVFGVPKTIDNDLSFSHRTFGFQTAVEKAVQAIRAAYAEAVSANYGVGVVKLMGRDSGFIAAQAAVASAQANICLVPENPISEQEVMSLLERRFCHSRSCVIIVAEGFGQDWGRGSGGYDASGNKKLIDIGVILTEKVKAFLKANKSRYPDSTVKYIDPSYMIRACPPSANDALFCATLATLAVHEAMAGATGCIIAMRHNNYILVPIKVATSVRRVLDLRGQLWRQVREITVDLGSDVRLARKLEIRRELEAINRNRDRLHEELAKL
#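 In TEA buffer at pH 8.0 with 5 mM MgCl2, enzyme (1.25 nM) converted F6P (0.5 mM) and ATP (0.1 mM) for 45 min at room temperature. ADP product was read by luciferase luminescence.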
# USP2a inh = USP2a (human) protease inhibition. USP2 core, Ub-CHOP2 coupled fluorogenic reporter, 485/531. Potency, µM (doses to about 38.3 µM), inactives show at the highest dose activity change, negative = inhibition, actives largely listed as inhibitors. actives 0.01% (n = 330,000). AID 463254;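 note: potency is the fitted concentration of half-maximal effect; plate controls were DMSO wells for no effect and full inhibition by NEM control for full effect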
#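 Deubiquitinase activity read as fluorescence (485/531 nm) after Ub-CHOP2 cleavage activates the enterokinase reporter on its substrate; USP2 core 10nM, Ub-CHOP2 and substrate 25nM each, 30min compound preincubation then 60min RT; data normalized to NEM, curves fitted.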
# Eya2 phos inh = inhibitors of human Eya2 phosphatase activity. actives 0.006% (n = 330,000). recombinant Eya2, OMFP fluorescence dephosphorylation (OMFP is methylfluorescein phosphate). Potency, µM (series often up to 76.9 µM), for the others: at the top dose activity, negative = inhibition, usual class: inhibitors; note: potency is the fitted concentration of half-maximal effect; % is set by controls: 0 for no effect and ±100 for the full control effect
#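 Eya2 (0.2 uM) preincubated 10 min at ambient with compound, then OMFP substrate added at 50 uM; 10 min reaction in 50 mM HEPES pH 7.5, 50 mM NaCl, 5 uM MgCl2, 0.05% BSA, 1 mM DTT. Fluorescence read at Ex 485/Em 525 nm.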
# TSG101-PTAP inh = blocks PTAP/TSG101 interaction to inhibit HIV-1 budding. Q99816. Fluorescence polarization, FITC-PTAP peptide / Tsg101 binding. Potency, µM (doses to about 115 µM), for the others: at the top dose activity change, negative = inhibition, most hits filed as inhibitors. 340,000 tested, under 10 active. AID 493005; active = well fitted inhibition curve with a large enough effect in the main read-out, with a control signal flat, not every such curve was filed as active; inconclusive = small, poorly fitted or top-dose-only effect, or effect the other way, or a change in a side signal; inactive = no such curve, though single readings can be large or run the other way; note: potency is the fitted concentration of half-maximal effect; % of control where 0% means no effect
#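 Fluorescence anisotropy tracks displacement of a FITC-tagged PTAP peptide (50 nM) from the Tsg101 binding domain (10 uM), following a 20 min room-temperature incubation at pH 7.5.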
# TCR act = activates T cell receptor signaling. 330,000 tested, under 10 active. AID 504894. Potency, µM (titrated, usually from 9.22 µM), for the others: at the top dose activation of IL-2 secretion, hits mostly activators. primary human leukocytes, anti-CD3, IL-2 HTRF, 48 h; note: % of control where 0% means no effect
#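 TCR engagement came from a-CD3 beads alone, with compounds added to primary human leukocytes for 48 hr. Secreted IL-2 bridged europium cryptate- and d2-labelled anti-IL-2 antibodies, giving FRET emission at 665nm after 320nm excitation.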
# * hit, by the source's call; ? = inconclusive; · = no result given; [ ] = dose if it differs, or a comment. Unless noted, calls come from the whole dose curve; as a rule, active = well fitted curve in the direction sought with a large enough effect; inconclusive = small, poorly fitted or top-dose-only effect, or another doubt; inactive = no such curve, though single readings can be large; an effect the other way counts as inactive or inconclusive.
SMILES,uPA generation,B2AR arrestin,BCR signal inh,ELG1 repair inh,TSHR antagonist,Mito fusion act,Tb PFK inh,USP2a inh,Eya2 phos inh,TSG101-PTAP inh,TCR act
CCCN(CCC)S(=O)(=O)c1ccc(C(=O)Nc2c(C)n(C)n(-c3ccccc3)c2=O)cc1,·,-1.0%,0%,?,-3,8%,-2%,3%,-1%,-5%,8%
O=C(CN1CCN(CN2C(=O)NC3(CCCCCC3)C2=O)CC1)Nc1cccc(F)c1,20%,0.1%,-1%,7%,8,0%,1%,1%,2%,2%,1%
Cc1ccc(S(=O)(=O)CCC(=O)OCC(=O)c2ccc(C)c(C)c2)cc1,1%,-0.6%,0%,0%,-2,-3%,5%,-1%,7%,-1%,-6%[46.1 µM]
CC(=O)N1CCN(C(=S)Nc2ccc(SC(F)F)cc2)CC1,5%,-0.1%,-8%,-3%,12,0%,-4%,2%,-7%,-2%,2%
CCCc1[nH]nc2c1C(c1ccc(OC(=O)N3CCOCC3)c(OC)c1)C(C#N)=C(N)O2 (configuration not stated),8%,0.2%,18%,?,-4,-5%,-2%,0%,8%,-7%,-5%
Cc1nc(-c2ccc(NC(=O)c3ccccc3)cc2)cs1,2.2µM*,0.0%,5%,?,15,-1%,7%,1%,3%,-3%,11%
CCN(CC)c1nc(=S)nc(NC(C)(C)C)[nH]1,-5%,0.0%,?,7%,5,-9%,-3%,0%,-12%,-1%,4%
Cc1cc(NC(=O)c2c(-c3ccccc3Cl)noc2C)no1,-1%,-1.1%,0%,-18%,11,0%,-1%,1%,1%,-2%,-1%
Cc1ccc(N2CC(C(=O)N3CCCCCC3)CC2=O)cc1 (configuration not stated),6%,-0.3%,5%,?,10,1%,2%,-2%,-8%,-4%,-6%
C=CCSc1nnc(-c2cc3c(-c4ccccc4)nn(C)c3s2)n1C,1%,-0.3%,?,?,-15,2%,2%,-5%,-13%,-4%,-3%
c1ccc(C2CNCCc3ccccc32)cc1 (configuration not stated),-8%,0.4%,2%,-5%,0,-14%,-7%,4%,-20%,-2%,10%
O=C(Cn1cnc2c(NC(=O)OCc3ccccc3)ncnc21)NCc1ccccn1,-4%,0.1%,6%,26%,26,-5%,-4%,-3%,7%,-9%,-2%
O=C1CC(SC2=NCCS2)C(=O)N1c1ccc(Cl)cc1 (configuration not stated),-1%,-0.7%,2%,29%,17,-1%,5%,2%,-1%,-1%,-4%
Clc1ccc(OCCCCCN2CCOCC2)cc1,4%,-0.1%,?,16%,6,9%,-4%,0%,-18%,-9%,-3%
O=c1[nH]c(/C=C/c2cccnc2)c([N+](=O)[O-])c(=O)[nH]1,0%,0.1%,?,-2%,-12,5%,1%,2%,-2%,1%,7%

# Continued; it opens with the two that closed the last part.
SMILES,uPA generation,B2AR arrestin,BCR signal inh,ELG1 repair inh,TSHR antagonist,Mito fusion act,Tb PFK inh,USP2a inh,Eya2 phos inh,TSG101-PTAP inh,TCR act
Clc1ccc(OCCCCCN2CCOCC2)cc1,4%,-0.1%,?,16%,6,9%,-4%,0%,-18%,-9%,-3%
O=c1[nH]c(/C=C/c2cccnc2)c([N+](=O)[O-])c(=O)[nH]1,0%,0.1%,?,-2%,-12,5%,1%,2%,-2%,1%,7%
CC(=O)Nc1ccc(C(=O)NNC(=O)Cc2ccccc2)cc1,-3%,-0.1%,2%,8%,8,9%,-8%,-1%,14%,-8%,2%
O=C(NCc1ccc(F)cc1)c1cccs1,12%,-0.2%,-18%,11%,59,0%,-27%,0%,-11%,-5%,4%
COc1cc(/C=C(\C#N)C(=O)Nc2cccc3ncccc23)ccc1O,·,-0.1%,1%,-2%,-8,-3%,-1%,3%,-2%,·,·
O=S(=O)(c1ccc(F)c(Cl)c1)N1CCCC1,·,-0.2%,?,6%,28,11%,0%,-1%,-18%,1%,·
CCOC(=O)C1(CC2CCCCO2)CCN(S(=O)(=O)c2cc(C)cs2)CC1 (configuration not stated),·,-0.5%,21%,10%,-2,14%,-3%,-6%,-8%,1%,-7%
COc1ccc(CCNCC(O)Cn2c3ccccc3c3ccccc32)cc1OC (configuration not stated),?,-0.1%,?,-21%,9,-4%,-3%,1%,-5%,-3%,6%
Cc1ccccc1S(=O)Cc1ccc(C(=O)NC2CC2)o1 (configuration not stated),-16%,-0.7%,1%,2%,1,-2%,-4%,2%,4%,-3%,-8%
COc1ccc(C(=O)NCC(=O)N/N=C/c2cn(C)c3ccccc23)cc1OC,7%,-0.4%,-3%,-6%,-6,2%,0%,4%,3%,0%,8%
O=C(c1ccccc1F)N1CCN(c2ccc([N+](=O)[O-])c(NCc3cccnc3)c2)CC1,-3%,-0.4%,?,?,-6,5%,2%,3%,?,-3%,9%
CCCOc1ccc(/C=N\NC(=O)CCc2n[nH]c(=O)[nH]c2=O)cc1OC,4%,0.2%,-8%,9%,7,1%,2%,4%,-5%,-8%,0%
O=C(NCCc1ccccc1)C(=O)NCC1OCCN1S(=O)(=O)c1ccc(Br)cc1 (configuration not stated),2%,-0.1%,5%,-4%,-2,3%,-4%,1%,-5%,2%,0%
C[C@H](CO)N1C[C@H](C)[C@@H](CN(C)C(=O)Nc2ccccc2)Oc2c(NC(=O)Nc3ccc(C(F)(F)F)cc3)cccc2C1=O,?,0.1%,?,?,-20,·,2%,-1%,2%,1%,-119%
CCC(=O)c1ccccc1OCCCCn1cncn1,13%,0.4%,0%,3%,-5,1%,1%,-1%,-3%,-2%,-7%
Cc1ccc(S(=O)(=O)Nc2ccc(Oc3cccnc3)nc2)cc1,1%,-0.2%,5%,-8%,2,7%,2%,5%,8%,1%,10%
c1cn2cc(CN3CCOCC3)nc2s1,·,-0.1%,4%,3%,-14,0%,-5%,-4%,13%,-3%,0%
Cc1cc(N2CCN(C(=O)c3cccs3)CC2)c(F)cc1[N+](=O)[O-],?,3.7%,?,?,3,21%,1%,-2%,-21%,-1%,2%
NC1=NC[C@H](Cc2ccc(O)cc2)N1CCc1cccc(F)c1,-3%,-1.4%,-3%,1%,4,-22%,-4%,-2%,-7%,-3%,-10%
Cc1c(CN2CCN(CC(C)(C)C)C(CCO)C2)[nH]c2ccccc12 (configuration not stated),16%,-0.6%,-8%,-7%,4,-4%,2%,-1%,-6%,-5%,·
CN(C)S(=O)(=O)c1cccc(-c2cn3cc(Cl)ccc3n2)c1,·,0.5%,11%,-16%,-10,-5%,3%,-3%,-20%,-7%,4%
COc1ccccc1-n1cc(C(=O)N2CCCC(CO)(Cc3ccccc3C)C2)cn1 (configuration not stated),6%,-0.7%,-7%,-9%,-8,4%,7%,0%,-6%,-2%,-2%
CCn1c(SCC(=O)N2CCCc3ccccc32)nnc1-c1ccco1,3%,-1.0%,7%,-4%,1,-2%,-2%,1%,-7%,-2%,5%
CCOC(=O)C(NCc1ccccc1OC)(NC(C)=O)C(F)(F)F (configuration not stated),5%,0.1%,-11%,?,11,-3%,15%,-1%,18%,-5%,·
Cc1ccc2c(c1)C1C3CCC(C3)C1S(=O)N2 (configuration not stated),-1%,0.0%,-10%,12%,-30,-11%,0%,-2%,7%,-7%,2%
COc1cccc(/C=N/N2C(=O)CSC2=S)c1O,0%,-0.1%,0%,?,-8,3%,0%,1%,1%,-2%,-3%
O=C(OCc1cc(=O)n2c(n1)sc1ccccc12)c1ccc2c(=O)n3c(nc2c1)CCC3,1%,-0.6%,-14%,7%,8,8%,-22%,1%,19%,-5%,1%
Cc1ccc(CNC(=O)C2(NC(=O)Nc3ccc(C)cc3)CCCCC2)cc1,4%,-0.4%,1%,-6%,6,-2%,3%,0%,1%,-5%,1%
c1ccc(C2=NN(c3ccccc3)CC2)cc1,-12%,0.1%,?,?,-10,-2%,0%,8%,6%,-9%,-27%
O=C(NOC(=O)c1ccccc1F)c1ccc(OC(F)F)cc1,0%,0.0%,3%,-14%,-9,-2%,-2%,4%,-2%,4%,1%
O=C(N/C(=C/c1ccc(Br)cc1)c1nc2ccccc2[nH]1)c1ccco1,-1%,-0.5%,14%,12%,22,0%,4%,1%,7%,-3%,4%
